# Yeast life ext: yeast lifespan extension | S. cerevisiae growth with nicotinamide, OD615; deaD strain in restrictive glucose medium | inhibition of the nicotinamide effect, % at 10 µM | 130,000 compounds, 0.68% hits | AID 775;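 active = inhibition above a set limit, placed 3 SD over the median of all compounds, cut at about 26% in these data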;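 note: 0% = nicotinamide-treated wells and 100% = cells grown without nicotinamide; some compounds called inactive have numbers as strong as hits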
#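 assay system = DeaD-strain S. cerevisiae | measured by = absorbance at 615 nm | probe or stimulus = nicotinamide 1.5 mM | buffer or medium = CSMM-D glucose medium, restrictive | times = 48 h at 30 °C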
# MRP1 act: MRP-1 activation | H69AR cells + doxorubicin, viability rescue, CellTiter-Glo | viability increase, % at 10 µM | 140,000 compounds, 0.61% hits;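 active = viability gain under doxorubicin at or above a set limit, the compound median plus 3 SD, cut at about 4.7% in these data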;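 note: MRP-1 overexpressing cells given doxorubicin 25 µM after compound pretreatment; 18-22 h compound pretreatment then 72 h with doxorubicin before readout; 0% = doxorubicin-only wells and 100% = vehicle-treated cells without doxorubicin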
# GALR2 antag: GALR2 (human) receptor antagonism; O43603; GALR2-expressing cells, antagonist mode; inhibition, % at 4 µM; 140,000 compounds, 0.39% hits; AID 828; in the data active = inhibition above about 27%;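 note: cells stimulated with galanin 1-16 at roughly its EC80; 0% = agonist challenge control and 100% = basal control without agonist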
# Target sequence (O43603 whole entry, looked up): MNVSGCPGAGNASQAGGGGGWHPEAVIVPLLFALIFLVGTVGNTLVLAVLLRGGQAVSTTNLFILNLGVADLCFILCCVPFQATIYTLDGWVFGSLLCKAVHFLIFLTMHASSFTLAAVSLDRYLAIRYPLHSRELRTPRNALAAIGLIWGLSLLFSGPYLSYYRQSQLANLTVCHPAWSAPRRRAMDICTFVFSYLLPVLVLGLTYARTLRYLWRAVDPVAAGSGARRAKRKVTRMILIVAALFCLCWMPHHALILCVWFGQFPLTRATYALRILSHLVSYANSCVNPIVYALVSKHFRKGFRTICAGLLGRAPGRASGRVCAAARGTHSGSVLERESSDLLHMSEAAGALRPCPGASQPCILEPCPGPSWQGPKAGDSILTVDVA
# Phagocyt inh: inhibitors of macrophage phagocytosis; AID 1029; inhibition, % at 5 µM; J774A.1 macrophage IgG-bead phagocytosis, imaging; 110,000 compounds, 0.07% hits;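 active = inhibition above the mean of the plate negative controls plus 5 SD, cut at about 13% in these data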;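 note: phagocytic index as fraction of beads internalized from green versus red external bead signal; plate controls were DMSO negative control for no effect and cytochalasin-D positive control for full effect; some results beyond the cut were filed as inactive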
# NPY-Y2 antag: blocks the human neuropeptide Y Y2 receptor | inhibition, % at 2.7 µM | P49146 | AID 793 | 140,000 compounds, 0.99% hits | NPY-Y2 expressing cells, antagonist mode; in the data active = inhibition above about 17%;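 note: 0% = vehicle with agonist challenge and 100% = reference antagonist with challenge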
# Target sequence (P49146 whole entry, looked up): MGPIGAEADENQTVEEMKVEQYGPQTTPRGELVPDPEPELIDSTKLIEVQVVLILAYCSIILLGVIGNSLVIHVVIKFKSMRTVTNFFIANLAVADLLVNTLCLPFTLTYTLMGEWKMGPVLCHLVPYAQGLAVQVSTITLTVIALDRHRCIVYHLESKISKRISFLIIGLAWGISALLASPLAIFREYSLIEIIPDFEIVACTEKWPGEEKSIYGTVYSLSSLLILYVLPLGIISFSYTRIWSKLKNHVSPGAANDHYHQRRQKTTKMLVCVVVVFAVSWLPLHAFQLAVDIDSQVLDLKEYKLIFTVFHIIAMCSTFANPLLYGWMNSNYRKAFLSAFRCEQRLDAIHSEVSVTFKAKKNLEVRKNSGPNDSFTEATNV
# HCT116 PTEN-null: PTEN-deleted cell growth suppression; HCT116 PTEN-null viability, CellTiter-Glo, 60 h; hits give low values; viability, % at 10 µM; 140,000 compounds, 1.2% hits;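 active = viability at or below a set limit, 4 SD under the median of all tested compounds, cut at about 3.7% in these data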;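 note: PTEN knockout HCT116 line with beta catenin targeted HCT116 as companion control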
# Yeast growth inh: chemicals that inhibit yeast BB579 growth in restrictive medium (lifespan-shortening candidates); S. cerevisiae BB579 growth, OD615, 48 h; inhibition, % at 10 µM; 140,000 compounds, 0.51% hits; AID 804;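 active = inhibition above a set limit, 3 SD over the mean compound inhibition, cut at about 44% in these data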; note: inactives centre near -24
#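 Material: Saccharomyces cerevisiae DeaD strain BB579, replicative lifespan model yeast; buffer or medium: CSMM-D restrictive synthetic medium containing dextrose (glucose); compound: 10 µM single dose, DMSO 0.25%; timing: 48 h compound exposure at 30 °C after 4 h preincubation; signal: turbidity as optical density at 615 nm; benchmarks: positive control amphotericin B 10 µg/mL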
# Measles CPE: protection of cells from measles virus | Measles virus-infected cells, CPE protection, absorbance | protection (pct of control), % at 4 µM | 140,000 compounds, 1.5% hits; in the data active = protection mostly above about 24%, no sharp cut-off; inactive = mostly below about 26%; note: some compounds called inactive have numbers as strong as hits
# HCT116 bCat-KO: beta-catenin-lacking colon tumor cell growth suppression; HCT116 beta-catenin knockout viability, CellTiter-Glo, 60 h; hits give low values; viability, % at 10 µM; 140,000 compounds, 1.5% hits;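 active = viability at or under a set limit, the compound median less 4 SD, cut at about 6% in these data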;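 note: 0% = Hyamine 1622 control at 20 µM and 100% = untreated cell control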
# E-sel TNF inh: blocks E-selectin expression induced by TNF alpha; inhibition, % at 2 µM; HUVEC TNFa-induced E-selectin immunofluorescence, high content; 120,000 compounds, 0.71% hits;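 active = inhibition above the batch mean plus 3 SD, and confirmed as a hit on visual image review, cut at about 43% in these data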;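 note: 0% = TNF-stimulated DMSO wells and 100% = unstimulated control wells; not every result past the cut was called active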
# Starred values were filed as active, the others as inactive; · = no result given.
SMILES,Yeast life ext,MRP1 act,GALR2 antag,Phagocyt inh,NPY-Y2 antag,HCT116 PTEN-null,Yeast growth inh,Measles CPE,HCT116 bCat-KO,E-sel TNF inh
CCN1CCCC1CNC(=O)CS(=O)(=O)Cc1nc(-c2ccccc2C)oc1C (configuration not stated),-7,-0.8,10,0,1,85,-37,2,86,·
COc1ccccc1NC(=O)COc1ccc(Br)cc1CO,-14,-0.5,9,0,6,88,-27,6,88,0
CN(CC(=O)N1CCCCCC1)S(=O)(=O)c1cccc2cccnc12,-15,-1.2,-4,0,-1,92,-6,9,95,·
O=C(NNC(=O)c1cccnc1SCc1cccc([N+](=O)[O-])c1)c1ccccn1,0,-1.8,8,-6,1,10,-21,3,6.0*,·
CCCc1nc2ccccc2n1CCc1ccccc1,3,-1.0,-7,0,7,86,20,13,81,-8
O=C(CSCc1cccc(Br)c1)N1CCOCC1,-3,2.2,-1,-1,1,101,-17,8,106,·
COc1ccc(C(=O)Nc2nc3c(s2)CCCC3)cc1S(=O)(=O)N1CCCc2ccccc21,-1,0.7,19,5,5,44,-36,36*,51,·
O=C(Cc1cccs1)N/N=C/C=C/c1ccco1,3,-1.3,1,·,1,89,-36,27,95,15
CCOc1ccc(S(=O)(=O)NCC(=O)N(C)Cc2cccnc2)cc1,-4,-0.6,-8,1,2,89,-25,7,78,0
CCN1/C(=C2\C(=O)N(C)C(=S)N2C)C=Cc2cc(OC)ccc21,0,-1.3,1,-9,-1,91,5,21,100,·
CCOc1ccc(CSC2=NCCN2)cc1Cl,-8,4.2,10,·,2,75,-35,11,67,15
O=C(O)C(Cc1ccccc1)N1C(=O)/C(=C/c2cccc3ccccc23)SC1=S (configuration not stated),-2,-1.4,3,0,20*,95,-13,14,88,-50
Cc1ccc(NC(=O)c2ccc(OC(=O)COc3cccc(Cl)c3)cc2)cc1,-4,-1.2,3,-6,4,87,10,8,94,·
CCc1nc(NCc2ccco2)c2oc3ccccc3c2n1,-22,-1.4,12,·,6,66,-23,9,60,-33
Cc1cccc(N/C(=N\S(=O)(=O)c2ccccc2)C(F)(F)F)c1,-12,-0.2,-1,·,1,102,0,6,108,-19
Brc1ccc(-c2nnc3ccc(Nc4ccccc4)nn23)cc1,2,0.7,3,-14,-2,102,-27,7,98,-3
O=[N+]([O-])c1cc(C=Nc2ccc3ccccc3c2)ccc1Br,4,-5.0,33*,-12,6,19,-39,21,21,·
O=[N+]([O-])c1ccc2c(c1)C(N1CCOCC1)/C(=C/COc1ccc3ccccc3c1Br)O2 (configuration not stated),-1,0.6,0,-1,2,91,-55,14,92,-15
CC1CCN(C(=O)CCCOc2cc(=O)n(C)c3ccccc23)CC1,-7,0.0,2,-5,3,74,-56,4,80,-10
CCN(CC)C(=O)Oc1ccc2cc(Br)ccc2c1,-8,2.3,0,-2,7,85,-34,8,65,-4
COc1cccc(NC=C2C(=O)OC3(CCCCC3)OC2=O)c1,-11,-0.7,13,-1,5,103,-72,7,103,-28
CCCc1nnc(NC(=O)NCCN2C(=O)C3C4C=CC(C4)C3C2=O)s1 (configuration not stated),-4,1.0,13,0,3,104,-16,32,100,·
Nc1cccc(C(=O)Nc2ccc3nc(-c4cccnc4)[nH]c3c2)c1,5,-1.6,0,-1,3,94,-62,6,97,9
Cc1c(C(=O)NCc2ccc3c(c2)OCO3)oc2ccc(Br)cc12,-11,0.2,8,-1,22*,96,-7,14,96,-10
CSCCC(NC(=O)c1cccc(C)c1)C(=O)OCC(=O)NC(=O)c1cccn1C (configuration not stated),-3,-2.9,0,-8,2,90,-6,27,99,16
CCCCC(=O)Nc1sc2c(c1-c1nc3ccccc3s1)CCN(C(C)=O)C2,-9,-5.3,-5,0,3,16,-17,1,19,33
COc1ccc(/C=N/NC(=O)CCc2n[nH]c(=O)[nH]c2=O)cc1O,-4,-0.1,-8,-7,2,113,9,11,95,·
COc1ccccc1C(=O)Nc1nc(N)n(-c2ccccc2)n1,8,-0.3,10,·,-2,98,-13,10,92,9
O=c1[nH]n(-c2ccc(Cl)cc2)c2ncccc12,-8,-2.1,9,·,5,93,-4,1,89,35
N#Cc1nc(-c2ccco2)oc1N1CCN(C(c2ccccc2)c2ccccc2)CC1,-5,-0.7,-1,-1,4,58,-33,5,62,·
NC(=O)SCC(=O)Nc1cccc(Cl)c1,-6,-0.7,5,-5,0,84,-19,5,81,-21
Cc1cc(N2C(=O)C=CC2=O)c([N+](=O)[O-])cc1C,1,-1.5,45*,-1,4,95,-44,28,95,12
Clc1ccc(-c2csc(N3CCc4ccccc4C3)n2)cc1,-5,-3.4,1,-2,4,91,4,5,81,6
COc1cc(C(=O)NCCOc2cc(C)cc(C)c2)c(Br)c(OC)c1OC,-9,-2.1,-1,0,4,48,-23,10,50,-33
CCCc1nnc2c(N(C)S(=O)(=O)c3ccc(C)cc3)nc3ccccc3n12,4,-2.7,-23,-2,2,87,-48,5,92,·
CCCCOC(=O)c1cc(=O)[nH]c2ccccc12,-12,-0.7,-24,-3,2,97,-75,5,94,-13
COC(=O)c1ccccc1NC(=O)c1cccc(NC(=O)CSCc2ccccc2)c1C,-10,-0.9,-2,0,2,90,-17,1,79,-30
CCOC(=O)/C(C(N)=NCC(C)C)=C(/O)c1ccccc1,-20,-1.0,-4,·,0,84,-43,5,81,10
O=C(Nc1cc(C(F)(F)F)ccc1N1CCCC1)c1ccc2c(c1)OCO2,-15,-4.4,7,1,-1,84,-46,40,88,-26
CCOC(=O)c1nn(-c2ccc(F)cc2)c2nc(-c3ccccc3)c(C#N)c(=O)n12,27*,-1.8,3,-1,19*,81,-38,10,86,·
O=[N+]([O-])c1ccc2nccn2c1,8,-3.1,-4,0,3,95,-35,11,105,-7
CCNC(=O)OCC(CC)NC(=O)OCC(C)C (configuration not stated),-5,-2.2,3,-2,0,117,-17,2,97,1
FC(F)(F)c1cccc(-c2nnc3ccc(C(F)(F)F)cn23)c1,-9,-0.3,-7,0,1,92,-40,15,92,·
Cc1nc(NC(=O)/C=C/c2ccc(F)cc2)sc1C(=O)N(C)C,-1,1.1,8,-2,5,108,-22,25,110,·
COCCN1C(=O)c2ccc(C(=O)O)cc2C1=O,-12,0.0,0,0,-2,97,-4,19,101,-5
O=C(CCN1CCN(c2ccc(F)cc2)CC1)Nc1ccc(F)cc1,0,-4.0,-6,1,1,87,-40,9,89,·
C=CCc1ccc(OCCOCCOc2cccc3cccnc23)c(OC)c1,1,-2.6,-10,-10,4,70,-4,20,74,4
Cc1ccc(NC(=S)NCc2ccc3c(c2)OCO3)cc1,-6,-4.1,-14,-2,6,101,-9,8,102,20

# Complete entries from above.
# CCNC(=O)OCC(CC)NC(=O)OCC(C)C (configuration not stated) reads Yeast life ext = -5; MRP1 act = -2.2; GALR2 antag = 3; Phagocyt inh = -2; NPY-Y2 antag = 0; HCT116 PTEN-null = 117; Yeast growth inh = -17; Measles CPE = 2; HCT116 bCat-KO = 97; E-sel TNF inh = 1
# O=C(CCN1CCN(c2ccc(F)cc2)CC1)Nc1ccc(F)cc1 reads Yeast life ext = 0; MRP1 act = -4.0; GALR2 antag = -6; Phagocyt inh = 1; NPY-Y2 antag = 1; HCT116 PTEN-null = 87; Yeast growth inh = -40; Measles CPE = 9; HCT116 bCat-KO = 89; E-sel TNF inh = ·

# Next structures:
SMILES,Yeast life ext,MRP1 act,GALR2 antag,Phagocyt inh,NPY-Y2 antag,HCT116 PTEN-null,Yeast growth inh,Measles CPE,HCT116 bCat-KO,E-sel TNF inh
COc1ccccc1NC(=O)N1CCn2c(nc3ccccc32)C1,-8,1.3,8,0,1,94,-4,1,93,-18
O=C(CSCc1c(Cl)cccc1Cl)Nc1ccccc1C(=O)N1CCOCC1,-1,-2.2,12,-2,1,93,-31,6,84,4
Cc1ccc(S(=O)(=O)N2CCN(c3ccc(S(=O)(=O)N4CCOCC4)cn3)CC2)cc1,-18,-2.0,-1,·,1,96,-34,1,88,-22
Cc1ccc(N2CC(C(=O)NCc3cccs3)CC2=O)cc1 (configuration not stated),-1,1.2,4,0,0,90,9,14,102,·
Cn1c(=O)c2c(nc(OCc3ccc4c(c3)OCO4)n2Cc2ccccc2Cl)n(C)c1=O,-16,-1.6,-3,1,1,96,-5,12,101,4
CCn1c(SCC(=O)n2nc(C)cc2C)nnc1-c1ccc2c(c1)OCO2,-6,-2.9,-2,1,0,102,-17,0,86,16
COc1ccc(-n2nc3cc(C)c(NC(=S)NC(=O)c4ccccc4C)cc3n2)cc1,8,-5.0,-11,-2,8,66,-45,5,75,7
OCC(CO)(CO)N=Cc1cc(Br)ccc1O,32,-2.0,3,0,-2,104,-80,5,99,-4
CCOC(=O)c1c(NC(C)=O)no[n+]1[O-],-1,-2.8,7,·,5,91,-2,6,94,·
NC1=NC(=O)C(Cc2cc(Cl)ccc2Cl)S1 (configuration not stated),-7,-1.6,3,·,10,85,-29,27,87,7
CCC(=O)N1CCN(c2nc(C)nc3sc(C)c(C)c23)CC1,-12,-1.1,-2,-1,1,96,-16,4,97,·
C=CCSc1nccc(-c2nn(-c3ccc(C)cc3)ccc2=O)n1,-8,-5.2,-3,2,3,18,-11,9,19,-8
CCOC(=O)CCCNC(=O)COC(=O)c1cc(C)cc(C)c1,-3,-2.7,2,·,-3,81,-13,18,81,-15
CCCC(=O)NCCc1nc2cc([N+](=O)[O-])ccc2n1C,8,-1.3,3,-7,2,104,-3,9,96,·
CCCCNC1=C(Br)C(=O)CC(C)(C)C1,15,-1.1,3,1,2,102,-35,11,102,-7
CC(C)(C)n1nnnc1C(c1ccncc1)N(Cc1ccccc1)Cc1ccco1 (configuration not stated),18,-3.2,-9,3,9,66,-41,5,68,10
Cc1ccsc1/C=c1\sc2ncnn2c1=O,-5,-2.4,8,0,7,102,5,16,97,-24
COC(=O)CNC(=O)CSc1nc(N)cc(=O)[nH]1,-4,0.4,-9,-1,1,86,12,11,87,-8
O=[N+]([O-])c1ccc(Cl)c(/C=N/n2c(-c3cccnc3)n[nH]c2=S)c1,1,-3.8,6,-10,1,10,-31,12,8,-13
Cc1ccc(CCNC(=O)C2CCCN(S(=O)(=O)c3cccc4nsnc34)C2)cc1 (configuration not stated),1,-0.9,-19,-1,0,80,2,4,88,·
CC(=O)c1cccc(NC(=O)Nc2cccnc2)c1,·,-2.5,5,·,2,90,-38,5,87,-11
O=C1c2ccccc2C(=O)N1CCCn1nnc(-c2ccc(N3CCOCC3)cc2)n1,-3,-2.2,-7,0,6,96,-28,9,97,-6
O=C(c1ccc(F)cc1)c1c[nH]c(C(=O)NCc2ccco2)c1,4,-1.0,12,0,0,102,-60,9,94,-34
C=CCN(C(=O)c1ccccc1)c1ccc(OC)cc1,-2,-4.3,4,1,4,33,-11,3,42,-4
O=S(=O)(c1ccc(-c2cn3ccccc3n2)cc1)N1CCOCC1,-3,-0.9,-3,-1,8,90,-45,63*,80,-7
Cc1ccc(/C=N/n2c(C3CCCCC3)n[nH]c2=S)s1,-1,-0.8,-2,-5,4,98,-20,4,104,-10
Cc1ccccc1-c1noc(-c2ccc(O)cc2)n1,-19,-1.2,8,0,1,64,-32,11,70,2
COc1ccccc1C(=O)NCCN1CCN(C(=O)c2ccccc2OC)CC1,-7,-0.9,0,5,-1,105,-28,39,99,100*
